High-throughput results (PubChem)
IMPase inh = qHTS Assay for Identifying the Cell-Membrane Permeable IMPase Inhibitors. Inositol monophosphatase 1 (Rattus norvegicus), P97697. CHO-M1 cells, IP1 accumulation, HTRF TR-FRET ratio. inhibition (IP1 accumulation), % at 46.1 µM. 120,000 tested, under 10 active. AID 901, 2007; active means well fitted curve in the direction sought with a large enough effect in the signal ratio, not every such curve was filed as active; inconclusive means small, poorly fitted or top-dose-only effect, or a change in a side signal; inactive means no such curve, though single readings can be large or run the other way; the % refers to the signal ratio;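 further: cells stimulated with carbachol in lithium chloride buffer; plate controls were DMSO basal wells for no effect and reference inhibitor wells for full effect; higher means more IMPase inhibition seen as more IP1 and lower FRET ratio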
Target sequence (P97697 whole entry, looked up): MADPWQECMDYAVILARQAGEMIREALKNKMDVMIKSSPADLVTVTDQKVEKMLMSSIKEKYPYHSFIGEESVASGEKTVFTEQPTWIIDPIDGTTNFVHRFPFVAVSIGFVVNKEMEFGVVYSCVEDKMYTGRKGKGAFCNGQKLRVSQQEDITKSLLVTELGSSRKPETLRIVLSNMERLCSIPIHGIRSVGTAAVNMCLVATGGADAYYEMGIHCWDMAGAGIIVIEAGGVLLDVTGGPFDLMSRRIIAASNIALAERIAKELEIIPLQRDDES
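CHO-M1 cells (CHO stably expressing M1 receptor), compound up to 46 uM final, stimulated with carbachol (50 uM as added) in buffer with 50mM LiCl, pH 7.4, 30 min at 37C. Cytosolic IP1 read by TR-FRET; AC50 from Hill fits.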
ALOX12 inhib = qHTS Assay for Inhibitors of 12-hLO (12-human lipoxygenase) | Potency, µM (series often up to 57.1 µM), for the others: at the top dose activity change, negative = inhibition, most hits filed as inhibitors | 150,000 tested, 0.12% active | purified 12-hLO, xylenol orange hydroperoxide absorbance | Polyunsaturated fatty acid lipoxygenase ALOX12 (Homo sapiens), P18054 | AID 1452, 2008; further: potency means the concentration at half of the fitted maximal effect; nearly all actives have a fitted effect of over 55% in size; many of its hits are not listed in these tables
Target sequence (P18054 whole entry, looked up): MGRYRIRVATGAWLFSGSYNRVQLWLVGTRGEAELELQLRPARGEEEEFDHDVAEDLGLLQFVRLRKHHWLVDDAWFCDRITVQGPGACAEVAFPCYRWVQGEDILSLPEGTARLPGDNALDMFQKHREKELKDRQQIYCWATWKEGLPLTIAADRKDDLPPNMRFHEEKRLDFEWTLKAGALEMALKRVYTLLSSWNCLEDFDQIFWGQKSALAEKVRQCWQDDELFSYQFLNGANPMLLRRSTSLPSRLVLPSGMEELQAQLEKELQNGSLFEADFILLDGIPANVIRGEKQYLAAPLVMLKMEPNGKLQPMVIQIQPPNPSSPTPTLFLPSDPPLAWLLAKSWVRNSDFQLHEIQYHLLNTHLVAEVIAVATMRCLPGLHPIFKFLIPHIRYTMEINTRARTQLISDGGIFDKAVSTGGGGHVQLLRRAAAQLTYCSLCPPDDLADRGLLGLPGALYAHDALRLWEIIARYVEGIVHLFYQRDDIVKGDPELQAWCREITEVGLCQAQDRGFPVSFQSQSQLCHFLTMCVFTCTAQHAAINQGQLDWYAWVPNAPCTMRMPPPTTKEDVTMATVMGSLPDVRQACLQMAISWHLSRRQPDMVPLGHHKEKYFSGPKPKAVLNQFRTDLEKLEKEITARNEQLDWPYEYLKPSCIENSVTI
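Xylenol orange chromogenic assay: hydroperoxide from 12hLO oxidises Fe(II), giving red-shifted Fe(III)-XO absorbance. Conditions: 150 nM enzyme, 40 uM arachidonic acid, 25 mM Hepes pH 7.0, 0.01% Triton X-100, 30 min, room temperature.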
ALOX15B inhib = qHTS Assay for Inhibitors of 15-hLO-2 (15-human lipoxygenase 2); AID 881, 2007; Potency, µM (titrated, usually from 57.1 µM), for the others: at the highest dose activity change, negative = inhibition, actives largely listed as inhibitors; 110,000 tested, 0.56% active; purified 15hLO-2, xylenol orange hydroperoxide absorbance; Polyunsaturated fatty acid lipoxygenase ALOX15B (Homo sapiens), O15296; further: potency means the concentration at half of the fitted maximal effect; nearly all actives have a fitted effect of over 60% in size; many of its hits are not listed in these tables
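Purified human 15hLO-2 (50 nM) preincubated 15 min with compound, then 45 uM arachidonic acid for 90 min at RT in 25 mM Hepes pH 7.5, 0.01% Triton X-100. Hydroperoxide detected by Fe-xylenol orange; 573/405 nm absorbance ratio.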
PNC inhibitor = High Content Assay for Compounds that inhibit the Assembly of the Perinucleolar Compartment | PC3M PTB-GFP, PNC prevalence imaging, 16 h; active compounds read low | activity change (PNC), negative = inhibition, % at 10 µM | 140,000 tested, 3.1% active;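 active means readout at or below -70, meaning at least 70% loss of cells showing the perinucleolar compartment, a nuclear body marking cancer cells; inconclusive means readout between -30 and a set limit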;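 further: plate controls were DMSO wells for no effect and camptothecin positive control wells for full effect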
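Read-out is percentage of cells bearing a perinucleolar compartment, from automated 20x imaging of fixed, Hoechst-stained PC3M PTB-GFP cells. Cells were seeded 4 h, then exposed 16 h to compound (23 nl of library stock) in duplicate plates.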
The depositor's hits bear a star; ? = inconclusive; . = no result given; & = joins results of further samples; [ ] = another dose, or the depositor's remark. Unless noted, the call rests on the fitted dose curve; in most records, active means well fitted curve in the direction sought with a large enough effect; inconclusive means small, poorly fitted or top-dose-only effect, or another doubt; inactive means no such curve, though single readings can be large; an effect the other way counts as inactive or inconclusive. Unless noted, on the % scale 0 is the no-effect control and ±100 the full control effect.

canonical_smiles	IMPase inh	ALOX12 inhib	ALOX15B inhib	PNC inhibitor
COc1ccc(C(=O)CSc2nnc(CNc3ccc(C)cc3C)o2)cc1	7	-1%	0%	?
Clc1ccccc1CSc1ncn(-c2ccccc2)n1	7	2%	.	17
c1ccc2c(c1)nc(NCC1CCCO1)c1nnnn12 (stereo not given)	-15	4%	.	-1
O=C(C[C@@H](c1ccccc1)N1CCCCC1)c1ccccc1	.	3%[11.4 µM]	1%[11.4 µM]	.
COC(=O)[C@@]1(Cc2ccc(F)cc2)[C@H]2c3cc(C(=O)N4CCCC4)n(CCCNc4ncc(C(F)(F)F)cc4Cl)c3C[C@H]2CN1C(=O)c1ccccc1	.	-4%	20%	.
O=S(=O)(c1ccc(Br)s1)N1CCN(Cc2ccc3c(c2)OCO3)CC1	16	-5%	33%[activator]	-10
Cc1nnc(C)n1/N=C/c1cc(Br)cc(Br)c1O	-19	-9%	-6%	?
COC(=O)CCCCCCCCC(O)CN1CCCCC1 (stereo not given)	.	5%	.	?
CS(=O)(=O)Nc1cccc(-c2nc(Nc3ccc(F)cc3)c3ccccc3n2)c1	.	-16%	-5%	.
COC(=O)c1oc2ccc(OC)cc2c1N	-9	0%	.	-10
COc1ccc(OC)c2sc(NC(=O)C(C)C)nc12	0	-3%	5%	-11
CCOC(=O)C1C(=O)C=C(C)C(C(=O)OCC)C1c1ccc(OC)cc1 (stereo not given)	2	-28%	3%	20
O=c1[nH]c2cc(Cl)c(Cl)cc2[nH]c1=O	-14	-1%&-4%	-6%&-3%	.
C=C[C@](C)(O)CCC1C(=C)CCC2[C@@](C)(CO)CCC[C@@]12C (stereo not given in full)	.	-1%	-18%	.
Cc1nc(NC(=O)CSc2cc(C)c3ccccc3n2)c(Cl)cc1Cl	?	-5%	.	35

Three entries from above, field by field:
CS(=O)(=O)Nc1cccc(-c2nc(Nc3ccc(F)cc3)c3ccccc3n2)c1
  IMPase inh = .; ALOX12 inhib = -16%; ALOX15B inhib = -5%; PNC inhibitor = .

Clc1ccccc1CSc1ncn(-c2ccccc2)n1
  IMPase inh = 7; ALOX12 inhib = 2%; ALOX15B inhib = .; PNC inhibitor = 17

O=C(C[C@@H](c1ccccc1)N1CCCCC1)c1ccccc1
  IMPase inh = .; ALOX12 inhib = 3%[11.4 µM]; ALOX15B inhib = 1%[11.4 µM]; PNC inhibitor = .

Next records
canonical_smiles	IMPase inh	ALOX12 inhib	ALOX15B inhib	PNC inhibitor
COC(=O)CCNc1ccc2c(c1)OCCO2	1	-8%	-3%	22
Cc1[nH]c2c(Br)cccc2c1[C@H]1[C@@H](CC#N)C1(C)C	-2	-17%	-5%	-29
COc1ccc(C(C(=O)NC2CCCCC2)N(C(=O)Cc2c[nH]c3ccccc23)c2ccccc2C)cc1OC (stereo not given)	.	-3%	.	-22
CCOC(=O)c1[nH]c2ccc(OCC)cc2c1CCCN1C(=O)c2ccccc2C1=O	.	-3%	.	-11
CC(=O)c1ccc(OCCCC(=O)n2nnc3ccccc32)cc1	0	2%	-12%	-2
COc1cc(-c2nnc(-c3cc(OC)c(OC)c(OC)c3)o2)cc(OC)c1OC	-6	4%	.	-100*
CC1Cc2ccccc2N1S(=O)(=O)c1cccc2nsnc12 (stereo not given)	-2	-8%	-7%	?
COc1ccc(OC)c(-c2cn(S(=O)(=O)c3ccccc3)nc2N)c1	2	-2%	5%	?
NC(=O)C1(N2CCCCC2)CCN(Cc2nc3ccccc3c(=O)[nH]2)CC1	-4[1.84 µM]	1%	?	?
COc1cccc(Cn2c(=O)c(-c3cccc(Cl)c3)nc3cncnc32)c1	.	-3%	9%	.
C=CCn1c(C(C)NC(=O)c2cccs2)n[nH]c1=S (stereo not given)	.	-1%	.	?
CNC(=S)Nc1ccc(Nc2ccccc2)cc1	-3	-4%	?	51
CC1(C)CC(=O)C(=Cc2cn(-c3ccccc3)nc2-c2ccc(Cl)cc2)C(=O)C1	-23	6%	?	20
CC(C)CCn1c(Br)nc2c1c(=O)n(CC(N)=O)c(=O)n2C	-16	-1%	9%	1
CC(=O)Oc1ccc(NC(=O)CSc2ccccc2)cc1	-7	-4%	-1%	37

canonical_smiles	IMPase inh	ALOX12 inhib	ALOX15B inhib	PNC inhibitor
O=S1(=O)C=C(Sc2nc3ccccc3s2)c2ccccc21	15	-12%	-21%	?
CCN(CC)C(=O)CSc1nnc(COc2ccccc2)n1CC	0	0%	-4%	9
COc1ccc(N2CCN(C(=O)c3ccc(CSc4ccccc4)cc3)CC2)cc1	.	2%	.	18
C=CCN1C(=O)CSc2ccc(C(=O)N3CCC(C)CC3)cc21	1	-3%	2%	-6
Cn1cnnc1SCNC(=O)C(F)(F)F	-4	2%	-2%	43
Cn1cccc1C(=O)N1CCC2(CCN(C(=O)Nc3cccc(F)c3)CC2)CC1	.	1%	3%	.
Cc1ccc(C(C(=O)NCc2ccco2)N(C(=O)CNC(=O)c2cccs2)c2c(C)cccc2C)cc1 (stereo not given)	.	0%	.	-4
C/C(Sc1nnc(Cc2ccccc2)o1)=C(/O)c1ccccc1	-3	-8%	-4%	29
Cc1cc(C)c(-c2csc(NC(=O)c3cc([N+](=O)[O-])ccc3N3CCOCC3)n2)c(C)c1	.	-3%	.	17
Nc1ccc(Nc2nc(-c3ccncc3)cs2)cc1	?	-4%	?	-29
O=C(O)c1ccc(Cc2ccccc2C(=O)O)cc1	.	1%[11.4 µM]	1%[11.4 µM]	.
COc1ccc(-n2c(N)c(C#N)c3ccc([N+](=O)[O-])cc3c2=O)cc1	-7	0%	.	38
Cn1c(SCc2nc3ccccc3[nH]2)nnc1-c1cccnc1	1	0%	48%[activator]	?
CC1(c2ccccc2)NC(=O)N(CC(=O)Nc2cccc(C#N)c2)C1=O (stereo not given)	0	-4%	-8%	14
Cc1c(N=Cc2c(O)n(C)c(=O)c3ccccc23)c(=O)n(-c2ccccc2)n1C	4	2%	-13%	24

canonical_smiles	IMPase inh	ALOX12 inhib	ALOX15B inhib	PNC inhibitor
OCc1nc(CO)n(Cc2ccccc2)n1	-3	0%	.	39
Cc1cc(=O)oc(C)c1C(=O)NCC(C)NC(=O)c1c(C)cc(=O)oc1C (stereo not given)	-1	-2%	0%	-8
CCC(=O)N1CCc2cc(Br)cc(S(=O)(=O)CC(=O)OC)c21	7	3%	-4%	7
CCN(Cc1ccccc1)C(=O)C1CCN(Cc2ccc(OC)c(OC)c2OC)CC1	-5	-5%	-7%	7
Clc1ccc(OCc2nnnn2-c2ccccc2)cc1	.	2%	.	12
Brc1ccccc1C1=Nn2c(nnc2-c2ccccc2)SC1	3	-4%	-9%	-7
CC(=O)NCCn1c(C)cc2ccccc21	2	-1%	-6%	?
O=c1c2cnn(-c3ccccc3)c2nnn1/N=C/c1cccnc1	-6	-4%	-6%	23
CCOc1ccc(OCC)c(NC(=O)C2CCN(c3ncccn3)CC2)c1	-1	4%	5%	15
O=C(CN1C(=O)c2cccc3cccc1c23)Nc1ccc2c(c1)OCO2	1	5%	-29%	-10
CCOC(=O)N1CCN(c2cc(=O)n(C3CCCCC3)c(=O)[nH]2)CC1	?	-1%	-7%	?
CC(=O)Nc1nc(C)c(S(N)(=O)=O)s1	-2	-3%	-11%	35
CCCCn1c(SCc2nc3ccccc3s2)nc2cc(S(N)(=O)=O)ccc21	7	-4%	-6%	-23
CCCCN(CCCC)CC(O)COc1ccccc1Br (stereo not given)	.	-10%	.	-21
Cc1cc(C)n2nc(S(=O)(=O)N(CC(C)C)CC(C)C)nc2n1	-4	-6%	-1%	-16

canonical_smiles	IMPase inh	ALOX12 inhib	ALOX15B inhib	PNC inhibitor
O=C(CSc1nc2ccccc2o1)N1N=C(c2cccs2)CC1c1ccc(F)cc1 (stereo not given)	.	-3%	.	7
Cc1cccc(N=C2NC(=O)/C(=C\c3cccs3)S2)c1	.	2%	.	46
CC1(C)Cc2nc3oc4c(NCc5ccccc5)ncnc4c3cc2CO1	-15	-3%	9%	11
CC(=O)Nc1ccc(-c2nnc(SCc3c(C)cc(C)cc3C)n2C)cc1	2	-2%	4%	32
CC(C)(C)NC(=O)[C@H]1CC[C@H]2[C@@H]3CC[C@H]4NC(=O)C=C[C@]4(C)[C@H]3CC[C@]12C	1	2%	-8%	.
COc1ccc(N(Cc2ccccc2)C(=O)CSc2nnc(Cn3nnc4ccccc43)o2)cc1	2	-11%	-9%	56
N#Cc1cn(-c2ccccc2)nc1-c1cc2ccccc2oc1=O	-2	-5%	0%	?
O=c1c(O)c(-c2ccccc2)oc2ccc3occc3c12	.	-2%	-6%	.
COC(=O)C1=C(C)NC(C)=C(C(=O)OC)C1c1ccc(-c2cccc(Cl)c2Cl)o1	-12	-3%	.	5
O=C(Cc1ccccc1)NCC(=O)OCc1ccc([N+](=O)[O-])cc1	.	0%	.	-21
CC1CCC(NC(=O)CN2CCC(n3nnc4cc(F)ccc43)CC2)CC1 (stereo not given)	-5	-3%	12%	2
CC(C)C[C@H](NC(=O)[C@@H](O)[C@H](N)Cc1ccccc1)C(=O)O	-7	-3%	13%	.
O=C(NCC1CCC(C(=O)O)CC1)c1cccnc1 (stereo not given)	5	-2%	0%	?
CCOC(=O)c1cccc(S(=O)(=O)N(CCO)Cc2cc3cc(OC)c(OC)cc3[nH]c2=O)c1	7	-4%	5%	-17
COc1cc(/C=N/NC(=O)c2cccnc2)ccc1OC(=O)c1ccc2c(c1)OCO2	-18	3%	1%	42

5 records drawn at random from those above, as already listed:
canonical_smiles	IMPase inh	ALOX12 inhib	ALOX15B inhib	PNC inhibitor
CC1CCC(NC(=O)CN2CCC(n3nnc4cc(F)ccc43)CC2)CC1 (stereo not given)	-5	-3%	12%	2
O=C(CSc1nc2ccccc2o1)N1N=C(c2cccs2)CC1c1ccc(F)cc1 (stereo not given)	.	-3%	.	7
COC(=O)C1=C(C)NC(C)=C(C(=O)OC)C1c1ccc(-c2cccc(Cl)c2Cl)o1	-12	-3%	.	5
O=c1c(O)c(-c2ccccc2)oc2ccc3occc3c12	.	-2%	-6%	.
N#Cc1cn(-c2ccccc2)nc1-c1cc2ccccc2oc1=O	-2	-5%	0%	?

New compounds follow:
canonical_smiles	IMPase inh	ALOX12 inhib	ALOX15B inhib	PNC inhibitor
O=C(NNC(=O)c1ccccc1Br)c1cccc(Cl)c1	-19	-1%	-5%	-10
CCc1ccc2oc(-c3cccc(N)c3)nc2c1	-4	-12%	3%	13
CCOC(=O)/C=c1\s/c(=C(\C#N)C(=O)OCC)n(-c2ccccc2)c1=O	-10	-4%	-16%	-22
CCOc1ccccc1C1C(C(N)=O)=C(C)Nc2nc(-c3ccccc3Cl)nn21 (stereo not given)	7&12	-10%	0%	6
Cc1ccnc(NC(=O)Nc2ccc(F)cc2)c1	8	-10%	1%	-24
COc1ccc(C(=O)Nc2ccc(-c3ccc(NC(=O)c4ccc(OC)cc4)c(OC)c3)cc2OC)cc1	.	2%	.	-1
CC1=NN(c2ccccc2)C(=O)/C1=C/C=C/c1ccccc1	.	-1%	.	18
O=C1NCCCCC1NC1CC(=O)N(c2ccccc2)C1=O (stereo not given)	9	-2%	-7%	-10
CCN1C(=O)C2C(C1=O)N1C(c3ccccc3)C3C(=O)N(CC)C(=O)C3N1C2c1ccccc1 (stereo not given)	-2	-6%	-1%	26
CN=C1CC(C)(C)CC(=O)/C1=C(/O)CCC(=O)NC	6	3%	.	-19
O=C(Nc1ccc(N2CCN(Cc3ccccc3)CC2)cc1)c1cccnc1	0	1%	6%	26

These rows are one share of the data; count on the stated rates, not on these rows.
